ER stress death: protection against thapsigargin ER stress killing – CSM14.1 cells, ATP luminescence, primary screen; relative survival (cellular ATP), % at 15 µg/mL (by protocol); CSM14.1 thapsigargin ER stress survival; actives 0.33% (n = 48,000);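 active = survival measured by cellular ATP above 50% at 15 µg/ml in the first screen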;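 note: cell death triggered by about 15 µM thapsigargin; ATP read 24 h after thapsigargin was added; plate controls were thapsigargin with DMSO for no effect and DMSO without thapsigargin for full effect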
Numbers without * were called inactive. Not all compounds are listed; the hit share may differ from the screen's.

nr	canonical_smiles	ER stress death
1	O=C(Nc1ccc(F)c(Cl)c1)c1cc2n(n1)C(C(F)(F)F)CC(c1cccs1)N2 (stereo unspecified)	12
2	CN(/C=C/C=C1\CC/C(=C\C=C\N(C)c2ccccc2)C1=O)c1ccccc1	4
3	Cc1ccccc1-c1nc2ccccc2c(=O)n1/N=C/c1ccc([N+](=O)[O-])cc1	16
4	CCN(CC)/C(=C\C(=O)c1ccc(C)cc1)c1ccccc1	-5
5	NS(=O)(=O)c1ccc(CCNC(=O)Nc2cccc(Cl)c2)cc1	0
6	COc1ccc(CC(=O)Nc2oc(-c3ccccc3)c(-c3ccccc3)c2C#N)cc1	7
7	CCN(CC)c1ccc(NC(=O)/C=C/c2cc(Br)ccc2OC)cc1	6
8	CC(C)C(=O)Nc1ncc2c(n1)CC(c1ccccc1)CC2=O (stereo unspecified)	2
9	COc1ccc(OC)c(N(CC(=O)Nc2ccccc2Br)S(C)(=O)=O)c1	3
10	O=C(NC1CCCCC1)C1CC(=O)N(c2cccc([N+](=O)[O-])c2)C1 (stereo unspecified)	3
11	COc1ccc(C(=O)c2c(C)oc3ccc(O)cc23)cc1OC	12
12	O=C1CC(CC(=C2C(=O)CCCC2=O)N2CCCC2)CC(=O)N1	6
13	CN(C)/C=C1\N=C(c2ccccc2Br)OC1=O	8
14	Cc1cc(OCCc2c(C)n[nH]c2C)ccc1Cl	-3
15	O=C(NC(=S)Nc1ccc(Cc2ccncc2)cc1)c1ccccc1	2
16	O=C(Nc1ccc2oc(-c3cccc4c(Br)cccc34)nc2c1)c1ccco1	10
17	CS(=O)(=O)N(CC(=O)Nc1cc(Cl)cc(Cl)c1)c1cccc(Cl)c1	8
18	CCOC(=O)c1c(N)sc(C)c1-c1ccc(CC(C)C)cc1	0
19	CCC(C(=O)Nc1nc2ccccc2s1)c1ccccc1 (stereo unspecified)	13
20	CCC(=O)N1c2ccccc2NC2=C(C(=O)CC(C)(C)C2)C1c1ccc(-c2cccc([N+](=O)[O-])c2)o1 (stereo unspecified)	10
21	COc1ccc(C(=O)ON=C2c3ccccc3-c3ccccc32)cc1[N+](=O)[O-]	-12
22	Cc1n[nH]c(C)c1CCC(=O)N/N=C/c1c(Cl)cccc1Cl	11
23	Cc1nc2cc(-c3cccc(F)c3)nn2c(C)c1Cl	2
24	COc1ccc(/C=C/C(=O)Oc2ccc(C)c(C)c2)cc1OC	1
25	Cc1ccc(C(=O)N/C(=C\c2sccc2C)C(=O)NCc2ccco2)cc1	1
26	COC(=O)c1c(NC(=O)CCCOc2ccccc2)sc2c1C(C(=O)OC)CC2 (stereo unspecified)	13
27	CC12CN3CCN(C1)CC(C)(C3)C2NC(=S)Nc1ccccc1 (stereo unspecified)	-5
28	N#C/C(=C\c1ccc(O)cc1)c1nc(-c2ccc(-c3ccccc3)cc2)cs1	0
29	O=S(=O)(Cc1ccccc1)CC(O)COCc1ccc(Cl)cc1 (stereo unspecified)	16
30	CCc1ccccc1NC(=O)c1ccc(Cl)c([N+](=O)[O-])c1	-6
31	CCOc1ccc(NC(=O)CN(c2ccc(C)cc2)S(=O)(=O)c2ccc(OCC)cc2)cc1	7
32	O=C1NC(=O)N(c2cccc(Br)c2)C(=O)/C1=C/c1ccc(O)cc1	10
33	CCOc1ccc(C(=O)Nc2ccc(NC(=O)c3ccco3)c(OC)c2)cc1[N+](=O)[O-]	0
34	COc1ccc(/C=N\NC(=O)c2ccc(Br)cc2)cc1Cl	4
35	COc1ccc(OCCNC(=O)c2ccc(I)cc2)cc1	11
36	O=C(CN1C(=O)/C(=C\c2ccccc2F)SC1=S)Nc1cccc(C(=O)O)c1	8
37	CCN(CC)c1ccc(NC(=O)COc2cccc(C)c2)cc1	3
38	CN=C(Nc1ccccc1)SC1CC(=O)N(c2cccc(OC)c2)C1=O (stereo unspecified)	0
39	CC1=C(C(=O)Nc2ccccc2C)C(c2ccc(C)cc2)NC(=O)N1 (stereo unspecified)	-2
40	CC(C)N=C1NS(=O)(=O)c2cc([N+](=O)[O-])ccc21	4
41	COc1ccc(C(=O)NCCC2=CCCCC2)cc1OC	6
42	COC(=O)C1=CN(Cc2cccs2)C=C(C(=O)OC)C1c1cc(OC)c(OC)c(OC)c1	11
43	CCN(CC)c1ccc(C(=O)Nc2ccc(F)c(Cl)c2)cc1	8
44	O=C(O)CCCCCN1C(=O)C(=O)/C(=C(/O)c2ccc(F)cc2)C1c1ccc(F)cc1 (stereo unspecified)	-1
45	COc1ccc(-c2nc3cc(NC(=O)COc4ccccc4[N+](=O)[O-])ccc3o2)cc1Br	-5
46	C=CCn1c2ccccc2c2nnc(SCC(=O)Nc3cc(C)on3)nc21	4
47	O=C(O)c1ccc(-c2ccc([N+](=O)[O-])cc2Cl)o1	-6
48	O=C1c2ccc3c4c(ccc(c24)C(=O)N1CCOc1ccccc1)CC3	0
49	CCOC(=O)c1sc(NC(=O)COc2ccc(Cl)cc2C)c(C(=O)OCC)c1C	10
50	CCOc1ccc(-c2nnc(NC(=O)Nc3ccc(Cl)c(Cl)c3)s2)cc1	1

The list goes on:
nr	canonical_smiles	ER stress death
51	Cc1ccc(C(=O)NCCCNc2ccc(Cl)cc2[N+](=O)[O-])cc1	4
52	CCCCNCCOc1cccc(Cl)c1Cl	-7
53	COc1ccc(CC(=O)c2ccc(OC)c(OC)c2)cc1OC	3
54	CCCOC(=O)c1c(-c2ccc(OC)c(OC)c2)csc1N	1
55	Cc1ccc(CC2S/C(=N\N=C\c3ccc(O)cc3)NC2=O)cc1 (stereo unspecified)	7
56	O=C(N/N=C/c1cc([N+](=O)[O-])cc(Br)c1O)c1ccncc1	1
57	COc1ccc(-n2c(=O)c3c4c(sc3n3c(SCC(N)=O)nnc23)COC(C)(C)C4)cc1	9
58	COc1cc(C(=O)N2CCCCCC2)cc(OC)c1OC	2
59	O=C1/C(=C\c2ccc(O)c([N+](=O)[O-])c2)SC(=S)N1c1ccccc1	6
60	O=C1C(=O)N(c2ccc(Cl)cc2)C(=O)N1Cc1ccccc1	8
61	CNC(=O)OCc1ccc(-c2ccc(Cl)cc2)o1	-3
62	O=C1N=c2ccccc2=C1c1sc(N2CCCCC2)nc1O	-7
63	Cc1ccccc1NC(=O)CCC(=O)N/N=C/c1cccnc1	6
64	CCCC(=O)Nc1cc(C(F)(F)F)cc(C(F)(F)F)c1	-1
65	CC1CC(O)N(C(=O)c2ccccc2O)N1C (stereo unspecified)	7
66	O=C(c1cc(F)c(F)cc1Cl)N1CCN(c2ccc([N+](=O)[O-])cc2C(F)(F)F)CC1	8
67	O=C1N=c2ccccc2=C1c1sc(=S)n(NC(=O)c2ccccc2)c1O	10
68	O=C(/C=C/c1ccco1)NCCCCNC(=O)/C=C/c1ccco1	3
69	Cc1ccsc1/C=C1\SC(=S)N(CC2CCCO2)C1=O (stereo unspecified)	10
70	CCOc1ccc(C(=O)Nc2cc(-c3nc4ccc(C)cc4o3)ccc2Cl)cc1	16
71	COc1ccc(N(C(C)C(=O)N/N=C/c2cccs2)S(C)(=O)=O)cc1 (stereo unspecified)	7
72	Clc1ccc(CSc2nnc(-c3ccc(Br)cc3)o2)c(Cl)c1	4
73	Cc1ccc(N2NC(=O)/C(=C/c3ccc4c(c3)OCO4)C2=O)cc1C	3
74	COc1ccc(CN2CCN(S(=O)(=O)c3ccc(C)cc3)CC2)c(OC)c1OC	1
75	COc1ccc(NC(=O)C2=C(C)NC(=O)NC2c2cccc(OC)c2)cc1 (stereo unspecified)	8
76	O=C(COc1ccccc1[N+](=O)[O-])Nc1ccc2oc(-c3ccccc3Br)nc2c1	9
77	Oc1ccc2cc(Br)ccc2c1C=Nc1ccc(Br)cn1	6
78	Cc1c(NC(=O)c2cccnc2)cccc1NC(=O)c1cccnc1	8
79	COc1ccc(-c2cn3ccc(C)cc3n2)cc1Br	-2
80	Cc1ccc(OCC(=O)Nc2ccc(N(C)C)cc2)c(Br)c1	3
81	Cc1ccc(NC(=S)NC(=O)/C=C/c2ccco2)c(Br)c1	6
82	CCOc1ccc(N2C(=O)/C(=C/c3ccc(C)o3)SC2=S)cc1	3
83	O=C1N/C(=N/N=C\c2cccc([N+](=O)[O-])c2)SC1Cc1ccc(Br)cc1 (stereo unspecified)	2
84	Cc1cc(OCCOc2ncnc3ccccc23)ccc1Cl	3
85	O=[N+]([O-])c1cccc(S(=O)(=O)Nc2ccccc2CO)c1	7
86	Cc1ccccc1OCc1nnc(Sc2nc3ccc([N+](=O)[O-])cc3s2)n1-c1ccccc1	1
87	O=C(Nc1cccc(C(=O)O)c1)/C(=C/c1cccc([N+](=O)[O-])c1)NC(=O)c1ccccc1	12
88	Cc1cc2nc(-c3cc(NC(=O)Cc4ccccc4)ccc3O)oc2cc1C	3
89	Cc1cc(OCc2nc(-c3ccccc3)no2)cc(C)c1Cl	10
90	Cc1ccc2[nH]c3nc(N=Nc4c(O)[nH]c5c(Br)cc(Br)cc45)nnc3c2c1	4
91	COc1ccc(CN=Cc2c(O)n(-c3ccccc3F)c(=O)[nH]c2=O)cc1	8
92	Cc1cc(C)c(C(=O)/C=C/c2ccc(Br)cc2)c(=O)[nH]1	4
93	COc1ccc(CN2CCN(Cc3cc(Br)ccc3O)CC2)c(OC)c1	-3
94	Cc1cc(-c2ccco2)c(C#N)c(SCC(=O)c2ccc(O)c(O)c2)n1	-5
95	CS(=O)(=O)N(CC(=O)O)c1cccc(C(F)(F)F)c1	4
96	COc1cc(/C=C2\SC(N)=NC2=O)cc(I)c1OCc1ccc(Cl)cc1Cl	3
97	O=C(Nc1cccc([N+](=O)[O-])c1)c1cc(-c2ccccc2Cl)nc2ccccc12	9
98	COc1ccc(C(=O)N=Nc2c(O)n(CN3CCCC3)c3ccc(Br)cc23)cc1	-4
99	Cc1ccccc1C(=O)NNC(=O)Cc1ccccc1	1
100	COc1ccc2c(c1OC)C(=O)OC2Nc1ccc(NC(C)=O)cc1 (stereo unspecified)	2

Entries listed so far with a CF3 group (four):
nr	canonical_smiles	ER stress death
1	O=C(Nc1ccc(F)c(Cl)c1)c1cc2n(n1)C(C(F)(F)F)CC(c1cccs1)N2 (stereo unspecified)	12
64	CCCC(=O)Nc1cc(C(F)(F)F)cc(C(F)(F)F)c1	-1
66	O=C(c1cc(F)c(F)cc1Cl)N1CCN(c2ccc([N+](=O)[O-])cc2C(F)(F)F)CC1	8
95	CS(=O)(=O)N(CC(=O)O)c1cccc(C(F)(F)F)c1	4

Numbers 94–100 from above:
nr	canonical_smiles	ER stress death
94	Cc1cc(-c2ccco2)c(C#N)c(SCC(=O)c2ccc(O)c(O)c2)n1	-5
95	CS(=O)(=O)N(CC(=O)O)c1cccc(C(F)(F)F)c1	4
96	COc1cc(/C=C2\SC(N)=NC2=O)cc(I)c1OCc1ccc(Cl)cc1Cl	3
97	O=C(Nc1cccc([N+](=O)[O-])c1)c1cc(-c2ccccc2Cl)nc2ccccc12	9
98	COc1ccc(C(=O)N=Nc2c(O)n(CN3CCCC3)c3ccc(Br)cc23)cc1	-4
99	Cc1ccccc1C(=O)NNC(=O)Cc1ccccc1	1
100	COc1ccc2c(c1OC)C(=O)OC2Nc1ccc(NC(C)=O)cc1 (stereo unspecified)	2

New compounds follow.
nr	canonical_smiles	ER stress death
101	Clc1cccc(-c2nnc(-c3ccc4c(c3)OCO4)o2)c1	10
102	O=C(Cc1ccccc1)N1CCN(c2ccc([N+](=O)[O-])cc2Cl)CC1	-6
103	O=C(Nc1ccc(Cl)cc1)C1CC(=O)N(c2ccc(Br)cc2)C1 (stereo unspecified)	0
104	O=C(CSc1nc2ccccc2[nH]1)N/N=C/c1ccccc1F	0
105	CC(C)(C)c1ccccc1OCC(=O)Nc1ncc(S(=O)(=O)c2ccc([N+](=O)[O-])cc2)s1	8
106	Cc1cc(=O)[nH]nc1-c1ccc(Cl)c([N+](=O)[O-])c1	4
107	NC(=O)c1cc(NC(=O)c2cccs2)c(Cl)cc1Cl	6
108	Cc1ccc(/C(N)=N/OC(=O)CCc2ccccc2)cc1	-3
109	O=C(NCc1ccco1)C(=O)Nc1ccccc1F	11
110	COC1CCCCC1N1CCN(C(=O)c2ccco2)CC1 (stereo unspecified)	4
111	O=C(Nc1c(C(=O)N2CCCC2)cnn1-c1ccccc1)c1cccc(F)c1	6
112	COCCOC(=O)c1c(C)oc2c1cc(NS(=O)(=O)c1ccc(F)cc1)c1ccccc12	6
113	O=C(COc1ccc(I)cc1)N/N=C/c1ccc(-c2ccc([N+](=O)[O-])cc2)o1	7
114	COC(=O)CC(C(=O)OC)P(=O)(O)CN(C)S(C)(=O)=O (stereo unspecified)	4
115	CCOC(=O)C1=C(C)NC2=C(C(=O)CCC2)C1c1ccc(OCc2ccc(Cl)cc2)c(OC)c1 (stereo unspecified)	10
116	CCOc1ccc(/C=C(/C#N)C(=O)Nc2cccc(Br)c2)cc1OCC	2
117	COc1cccc(CNCc2ccccc2OC)c1	-5
118	CCOC(=O)C1=C(O)/C(=C/c2ccc(C)cc2)SC1=Nc1cccc(Cl)c1	4
119	O=C(c1ccc(Br)o1)N1CCCCCC1	1
120	O=S(=O)(c1ccc(Cl)c(Cl)c1)N1CCN(c2ccccc2)CC1	9
121	CCOc1ccccc1NC(=O)c1c(NC(=O)C(C)(C)C)sc2c1CCCCC2	8
122	COc1ccc(CCN(C(=S)Nc2ccccc2)C2CC(=O)N(c3ccc(Cl)cc3)C2=O)cc1 (stereo unspecified)	-1
123	O=c1/c(=C/c2ccc(Sc3ccccc3)o2)sc2nc3ccccc3n12	11
124	Cc1cccc(Cc2cnc(NC(=O)CCN3C(=O)/C(=C/c4ccccc4Cl)SC3=S)s2)c1	9
125	COc1ccc(OC)c(NC(=O)CN(c2ccc(C(C)C)cc2)S(=O)(=O)c2ccccc2)c1	3
126	Cc1ccc(-c2cc(C(=O)N3CC(C)CC(C)C3)c3ccccc3n2)cc1C (stereo unspecified)	12
127	Cc1onc(-c2ccccc2Cl)c1C(=O)Nc1c(C)n(C)n(-c2ccccc2)c1=O	2
128	O=S(=O)(c1ccccc1)N1CCSC1c1ccc(Br)cc1 (stereo unspecified)	10

Bioassay records as filed in PubChem BioAssay.
